DT40 TDP1 CPT: DT40-hTDP1 cell growth loss with CPT; chicken DT40 Tdp1-/-;hTDP1 cells + 20 nM CPT, ATP luminescence, 48 h; Potency, µM (series often up to 46.2 µM), for inactives: top-dose activity change, negative = growth inhibition, hits mostly inhibitors; 420,000 tested, 12% active; note: nearly all actives have a fitted effect of over 55% in size
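Chicken DT40 Tdp1-/- cells stably complemented with human TDP1 were seeded at 400 cells/well in medium containing 20 nM camptothecin, exposed to pin-transferred compounds, and grown at 37 °C for at least 48 hr. Viability was read as ATP luminescence.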
FEN1 inh: blocks human flap endonuclease 1 | P39748 | Recombinant FEN1 flap cleavage, fluorescence, 15 min | Potency, µM (top dose mostly 114 µM), for the others: at the highest dose activity change, negative = inhibition, actives largely listed as inhibitors | 390,000 tested, 0.35% active | AID 588795; note: nearly all actives have a fitted effect of over 65% in size
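Concentration–response screening of FEN1 (10 nM): 15 min compound preincubation at room temperature, reaction started with 50 nM substrate and read at 0 and 15 min. Corrected, normalized data were fitted by a four-parameter Hill equation.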
GCN5L2 inh: GCN5L2 (KAT2A) acetyltransferase inhibition. AID 504327. Q92830. GCN5L2 HAT assay, ThioGlo1 CoA-SH fluorescence. Potency, µM (top dose mostly 58.9 µM), without a hit: at the highest dose activity change, negative = inhibition, usual class: inhibitors. 390,000 tested, 0.21% active
Target sequence (Q92830 whole entry, looked up): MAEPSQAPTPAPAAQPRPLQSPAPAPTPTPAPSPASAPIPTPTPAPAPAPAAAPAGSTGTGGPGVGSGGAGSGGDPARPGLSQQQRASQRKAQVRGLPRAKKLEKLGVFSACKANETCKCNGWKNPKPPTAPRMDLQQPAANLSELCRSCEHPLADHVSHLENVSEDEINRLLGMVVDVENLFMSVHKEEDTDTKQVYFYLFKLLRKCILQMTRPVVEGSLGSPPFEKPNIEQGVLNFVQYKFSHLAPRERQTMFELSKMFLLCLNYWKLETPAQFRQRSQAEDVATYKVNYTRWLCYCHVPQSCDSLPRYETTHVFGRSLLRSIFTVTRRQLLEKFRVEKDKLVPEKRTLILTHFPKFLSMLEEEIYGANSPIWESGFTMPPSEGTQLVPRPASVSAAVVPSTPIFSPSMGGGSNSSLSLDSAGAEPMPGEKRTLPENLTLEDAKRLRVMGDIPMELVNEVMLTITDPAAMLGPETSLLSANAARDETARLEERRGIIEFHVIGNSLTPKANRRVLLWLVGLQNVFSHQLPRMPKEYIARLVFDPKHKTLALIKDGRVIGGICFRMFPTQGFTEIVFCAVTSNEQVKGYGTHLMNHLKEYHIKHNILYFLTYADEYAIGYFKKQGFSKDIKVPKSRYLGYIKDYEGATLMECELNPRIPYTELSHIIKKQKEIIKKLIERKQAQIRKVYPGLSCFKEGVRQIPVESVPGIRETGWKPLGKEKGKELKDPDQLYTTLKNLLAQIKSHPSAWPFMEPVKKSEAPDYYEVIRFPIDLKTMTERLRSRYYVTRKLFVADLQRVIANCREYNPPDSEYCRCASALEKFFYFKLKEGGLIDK
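Titration-based screen in which CoA formation is detected via maleimide probe ThioGlo1 (50uM) turning fluorescent on thiol reaction; substrates H3(1-25) 75uM and acetyl-CoA 70uM, GCN5L2 20nM, 20 min incubation at room temperature.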
* hit, by the source's call; ? = inconclusive; nt = no result given; & = joins results of further samples. Calls come from the whole dose curve; as a rule, active = well fitted curve in the direction sought with a large enough effect; inconclusive = small, poorly fitted or top-dose-only effect, or another doubt; inactive = no such curve, though single readings can be large; an effect the other way counts as inactive or inconclusive. % is set by controls: 0 for no effect and ±100 for the full control effect; potency is the fitted concentration of half-maximal effect. This is a subset; the hit share may differ from the screen's.

The first 3 records, ahead of the listing:
SMILES	DT40 TDP1 CPT	FEN1 inh	GCN5L2 inh
CCOc1ccc(CN2C(=O)c3ccccc3Sc3ccc(C(=O)NCc4ccc(C)cc4)cc32)cc1	8%	-1%	-10%
COc1ccc([N+](=O)[O-])cc1NS(=O)(=O)c1ccc(C)cc1	-17%	-2%	-11%
O=C(Cc1cccs1)Nc1nnc(SCc2ccc(C(F)(F)F)cc2)s1	15µM*	-4%	-6%

This part in full, previewed entries included:
SMILES	DT40 TDP1 CPT	FEN1 inh	GCN5L2 inh
CCOc1ccc(CN2C(=O)c3ccccc3Sc3ccc(C(=O)NCc4ccc(C)cc4)cc32)cc1	8%	-1%	-10%
COc1ccc([N+](=O)[O-])cc1NS(=O)(=O)c1ccc(C)cc1	-17%	-2%	-11%
O=C(Cc1cccs1)Nc1nnc(SCc2ccc(C(F)(F)F)cc2)s1	15µM*	-4%	-6%
CCOC(=O)CN1NC2(CCCC(C)C2)NC1=S (stereo not given)	10%	2%	-10%
CC(=O)[C@@H]1[C@@H]2C(=O)N(Cc3ccccc3)C(=O)[C@@H]2C2c3ccccc3C=CN21 (stereo not given in full)	?	-14%	-4%
CCOc1cc(C(=O)Nc2cccc(OCC(=O)N3CCOCC3)c2)cc(OCC)c1OCC	4%	13%	2%
COc1cc(C2C(C(=O)c3sc(C)nc3C)=C(O)C(=O)N2CCN(C)C)cc(OC)c1OC (stereo not given)	18%	-3%	-3%
Cc1ccc(C(=O)N/C(=C/c2ccco2)C(=O)Nc2cccc(C)c2)cc1	?	-4%	-7%
Cc1cnc(C(=O)Nc2nccs2)cn1	-6%	-13%	-10%
CCOc1ccc(CCNC(=O)COC(=O)CCC(=O)c2cccs2)cc1OCC	-2%	-2%	-4%
CCOC(=O)C1CCN(C(=O)c2[nH]c3ccc(OC)cc3c2C)CC1	-18%	-17%	-7%
Cc1cc(-c2ccc(C)c(S(=O)(=O)N3CCN(c4cccc(C(F)(F)F)c4)CC3)c2)on1	?	15%	1%
O=C(NCc1ccc2c(c1)OCO2)c1cc(COc2c(F)cccc2F)on1	4%	-6%	?
O=C(NC(=O)c1ccc(F)cc1)Nc1ccc(-c2cc(C(F)(F)F)nn2-c2ccccc2)cc1	?	13%	-1%
COC(=O)c1nnn(-c2ccc(F)c(Cl)c2)c1C(=O)OC	-5%	1%	-2%
CN(C(=O)COc1ccc(S(=O)(=O)N2CCOCC2)cc1[N+](=O)[O-])C1CCS(=O)(=O)C1 (stereo not given)	3%	-4%	-4%
COc1c(F)c(F)c(C(=O)O)c(Nc2cccc(C)c2)c1F	2%	-2%	5%
N#Cc1c(NC(=O)c2ccc(N3CCOCC3)c([N+](=O)[O-])c2)sc2c1CCCC2	1%	2%	1%
COCCNC(=O)c1ccc(-c2nc(CS(=O)(=O)c3ccccc3)c(C)o2)cc1	-13%	12%	0%
CCCNC(=O)c1cn(CC)c2cc(N3CCN(C(=O)c4ccco4)CC3)c(F)cc2c1=O	?	-9%	?
C/C(=N\Nc1nccnc1Cl)c1ccc(F)cc1	6%	-1%	-4%
O=C(NCCc1ccc(Cl)cc1)C(=O)c1c[nH]c2ccccc12	-15%	-14%	-2%
Cc1ccsc1/C=N/NC(=O)c1ccc(-n2cccc2)cc1	-9%	-1%	0%
COc1ccc(CN=C2NC(=O)CC(C(=O)Nc3cc(C)cc(C)c3)S2)cc1 (stereo not given)	8%	-1%	0%
O=C(CNC(=O)c1ccc(Br)cc1)NC1CC1	12%	3%	0%
O=C(Nc1ccc(NS(=O)(=O)c2ccccc2)cc1)c1cccnc1	-9%	-1%	0%
O=C(Cc1ccc(F)cc1)NCCc1csc(-c2ccc(C(F)(F)F)cc2)n1	nt	3%	-6%
COc1ccccc1C(=O)CSc1nccn1C	?	-3%	2%
CCc1nnc(NC(=O)CCC(=O)Nc2ccccc2)s1	-4%	-4%	3%
CCOC(=O)Cc1ccc(NC(=O)Nc2nnc(N3CCCCC3C)s2)cc1 (stereo not given)	12µM*	-20%	-9%

Structures listed so far that have two or more sulfur atoms:
SMILES	DT40 TDP1 CPT	FEN1 inh	GCN5L2 inh
O=C(Cc1cccs1)Nc1nnc(SCc2ccc(C(F)(F)F)cc2)s1	15µM*	-4%	-6%
CN(C(=O)COc1ccc(S(=O)(=O)N2CCOCC2)cc1[N+](=O)[O-])C1CCS(=O)(=O)C1 (stereo not given)	3%	-4%	-4%

(next part)
SMILES	DT40 TDP1 CPT	FEN1 inh	GCN5L2 inh
Clc1ccc(-c2cc(C3CCNCC3)[nH]n2)c(Cl)c1	?	-22%	-3%
CCOC(=O)c1c(C)oc2nc(C)nc(Nc3ccc(CC)cc3)c12	-3%	6%	6%
Cc1cc(NC(=O)c2ccc3c(c2)C(=O)N(Cc2cccnc2)C3=O)no1	-10%	-1%	-7%
O=C(NCC(=O)N1CCN(Cc2ccc3c(c2)OCO3)CC1)c1ccccc1F	32%	-4%	-9%
CC(OC(=O)CC1CC2CCC1C2)C(=O)Nc1cccc(S(=O)(=O)N2CCOCC2)c1 (stereo not given)	-26%	-4%	-15%
Cc1ccc(C(=O)NC2c3ccccc3-c3ccccc32)cc1	2.9µM*	-2%	4%
CCOC(=O)c1c(NC(=O)C2=C(C)NC(=S)NC2c2ccc(F)cc2F)sc(C)c1C (stereo not given)	?	-22%	-13%
O=C(CCN1C(=O)c2ccccc2C1=O)NC1=NCCS1	-1%	-3%	-25%
CCOC(=O)C1(CCc2ccccc2)CCN(Cc2ccc(C(=O)OC)cc2)CC1	?	-24%	-15%
Cc1nc(Cl)c(C(=O)NCc2ccccc2)c(C)c1[N+](=O)[O-]	-3%	20%	2%

Complete entries, looked up by structure:
Listed for CCOC(=O)c1c(NC(=O)C2=C(C)NC(=S)NC2c2ccc(F)cc2F)sc(C)c1C (stereo not given) → DT40 TDP1 CPT = ?; FEN1 inh = -22%; GCN5L2 inh = -13%
Listed for N#Cc1c(NC(=O)c2ccc(N3CCOCC3)c([N+](=O)[O-])c2)sc2c1CCCC2 → DT40 TDP1 CPT = 1%; FEN1 inh = 2%; GCN5L2 inh = 1%

Next part.
SMILES	DT40 TDP1 CPT	FEN1 inh	GCN5L2 inh
CCCNC(=O)Cn1c(=O)oc2cc(S(=O)(=O)N3CC(C)CC(C)C3)ccc21 (stereo not given)	-19%	19%	-22%
O=C(CSc1nc2c([nH]c3ccccc32)c(=O)n1-c1ccccc1)Nc1ccc(Cl)c(Cl)c1	8.2µM*	11%	-2%
CC1CCCCC1NCC(=O)Nc1ccccc1-c1ccccc1 (stereo not given)	?	-1%	-2%
COc1ccc(-c2cc(C(=O)N3CCN(c4ncccn4)CC3)c3ccccc3n2)c(OC)c1	?	-2%	-5%
CCOC(=O)c1c(NC(=O)CCN2C(=O)c3ccccc3C2=O)sc(C(=O)OC(C)C)c1C	?	4%	-5%
CC(C)N1C(=O)CCN(C=O)c2ccccc21	6%	8%	-2%
CCOC(=O)C1CCN(CC(O)COc2ccc(C(C)(C)C)cc2)CC1 (stereo not given)	?	5%	-12%
Nc1c(C(=O)Nc2ccc(Br)cc2)sc2nc(-c3ccncc3)ccc12	-20%	10%	-8%
O=C(O)Cc1c(-c2ccccc2)c2cc(Br)ccc2[nH]c1=O	3%	-13%	0%
O=c1cc(-c2ccc(Cl)cc2)oc(=O)[nH]1	7%	-6%	3%
CC(C)Cc1nnc(NC(=O)CCc2ccccc2)s1	0%	-8%	?
COc1ccc(C(=O)NCc2ccco2)cc1S(=O)(=O)NC1CC1	-12%	8%	0%
S=C1NCN(C2CCCCC2)CN1CCc1ccccc1	?	3%	-7%
Cc1cccc(C(=O)OCC(=O)NN2C(=O)NC3(CCCCC3)C2=O)c1	-3%	-1%	3%
Cc1c(NC(=O)NCc2ccccc2)c(=O)n(-c2ccccc2)n1C	-15%	0%	1%
CCC(C)N=Cc1c(Nc2ccccc2)nc2c(C)cccn2c1=O (stereo not given)	?	?	-13%
CC(C)(C)c1ccc(CN2N=Nc3ccccc3S2(=O)=O)cc1	5.8µM*	-3%	?
COC1(OC)N=C(N)C2(C#N)C(c3cccc(Oc4ccccc4)c3)C12C#N (stereo not given)	-19%	-2%	0%
CCN(CC)C(=O)c1cccc(C)c1	0%&-5%	14%	-1%&-8%
Cc1ccc2nc(-c3ccc(NC(=O)COC(=O)c4ccc(Br)o4)cc3)sc2c1	?	5%	25%

Part of the list above, showing only DT40 TDP1 CPT and GCN5L2 inh:
SMILES	DT40 TDP1 CPT	GCN5L2 inh
Cc1c(NC(=O)NCc2ccccc2)c(=O)n(-c2ccccc2)n1C	-15%	1%
CCC(C)N=Cc1c(Nc2ccccc2)nc2c(C)cccn2c1=O (stereo not given)	?	-13%
CC(C)(C)c1ccc(CN2N=Nc3ccccc3S2(=O)=O)cc1	5.8µM*	?
CCN(CC)C(=O)c1cccc(C)c1	0%&-5%	-1%&-8%

(list continues)
SMILES	DT40 TDP1 CPT	FEN1 inh	GCN5L2 inh
Cc1ccc(/C=C/C(=O)NC(=S)Nc2ccc(S(=O)(=O)Nc3cc(C)on3)cc2)cc1	7%	-5%	-21%
O=C(NC1=NCCS1)[C@H](Cc1ccccc1)N1C(=O)c2ccccc2C1=O	4%	-11%	2%
CCc1ccc(CN2CCC(C(=O)Nc3cccc(-c4nnc(C)s4)c3)CC2)o1	?	-1%	0%
CC1=CC(C)(C)NC(=S)N1NC(=O)c1ccccc1Cl	8%	0%	0%
COc1ccc(NC(=O)CSc2nc3ccccc3c(=O)n2CCCN2CCCCC2)c(OC)c1	?	-18%	-10%
Cc1cc(-c2n[nH]c(=S)n2/N=C/c2ccc(Cl)c([N+](=O)[O-])c2)n[nH]1	?	-16%	-6%
Cc1c[n+]([O-])cc(C)c1[N+](=O)[O-]	-2%	0%	nt
O=C1c2ccc(-c3ccc(Cl)c(C(F)(F)F)c3)cc2S(=O)(=O)c2cccc(C(=O)N3CCN(c4ncc(Br)cn4)CC3)c21	-23%	-6%	-2%
CN=C1SC(C(=O)O)CC(=O)N1C (stereo not given)	-8%	-7%	-2%
CCOc1ccc(NC(=O)c2oc3ccccc3c2NC(=O)c2ccc(OC)cc2OC)cc1	23µM*	18%	-9%
CCCc1[nH]n(-c2nc3ccccc3s2)c(=O)c1C=NCCN1CCOCC1	-13%	-2%	-22%
CCC(Sc1ncccc1C(=O)O)C(=O)N1CCCC1 (stereo not given)	-5%	0%	13%
Cc1cc(=O)n2[nH]cc(-c3ccccc3)c2n1	?	-3%	-4%
CCCCNC(=O)Nc1ccc(C2SCCS2)cc1	?	-2%	1%
O=C(Nc1ccc(Br)cc1)c1cc(-c2ccc3c(c2)OCO3)on1	2%	2%	-4%
COc1ccc(N(CC(=O)N2CCCCCC2)S(=O)(=O)c2ccccc2)cc1	1%	-3%	-3%
Cc1ccc(-c2csc(N(CCc3ccccc3)C(=O)COc3ccccc3)n2)cc1	?	15%	-26%
COc1nc(N(C)C)nc(N(OC)S(=O)(=O)c2ccccc2Cl)n1	-6%	2%	1%
COc1ccccc1/C=C1\SC(=S)N(N2C(=O)CCCC2=O)C1=O	14%	-5%	-11%
O=C(NC1CCCCC1)C1CC(=O)N(c2cccc([N+](=O)[O-])c2)C1 (stereo not given)	?	10%	-2%
Cc1ccc(S(=O)(=O)N(C)C)cc1NC(=O)CSc1nc2ncc(Cl)cc2[nH]1	?	-7%	-4%
COc1ccc(S(=O)(=O)N2CCCCCC2)cc1Br	-14%	8%	-1%
CCOc1ccc(OCC)c(S(=O)(=O)N2CCN(c3cccc(C)c3C)CC2)c1	nt	-3%	-5%
CCOC(=O)c1ccc(N2CN(C3CCCCC3)CNC2=S)cc1	?	-5%	0%
CC1CCN(C(=O)Cc2nn(C)c(=O)c3ccccc23)CC1	-13%	-7%	-19%
FC(F)(F)C(F)(F)C(F)(F)c1nnc2ccc(N3CCOCC3)nn12	?	-1%	-2%
O=C(c1cccc(F)c1)N1CCC2(CC1)CN(c1ccccc1)C2	7.3µM*	nt	-14%
N#Cc1c(N)c(C(=O)c2ccccc2)n2ccccc12	0%	1%	nt
CC(=O)Nc1nnc(CSCc2ccc(F)cc2)s1	-11%	-14%	-2%
C=CCN(CC=C)C(=O)c1ccncc1	-1%	-1%	1%
CCOc1ccc(/C=N\NC(=O)c2c(C)nc3cc(C)ccn23)cc1	2%	-1%	-5%
COc1cccc(C(=O)NCc2nc(-c3ccccc3)no2)c1OC	-29%	-9%	-3%
COc1ccccc1N1CCN(C(=O)C(CC(C)C)NC(=O)C2CCCCC2)CC1 (stereo not given)	?	0%	-5%
COc1ccc(NC(C)=O)c(C)c1	1%	15%	-7%
